# Compound activity (PubChem BioAssay)
# Hck Nef HTS – human Hck-Nef kinase inhibition; 220,000 tested, 0.68% active; AID 463187; Recombinant Hck-YEEI plus Nef, Z-Lyte FRET kinase assay; P08631; inhibition, % at 20 µM;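 active means Hck-Nef kinase inhibition above about 50%, limit read from the data; inactive means inhibition below that limit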;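 further: 0% = DMSO with Hck plus Nef and 100% = Hck alone without Nef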
# Target sequence (P08631 whole entry, looked up): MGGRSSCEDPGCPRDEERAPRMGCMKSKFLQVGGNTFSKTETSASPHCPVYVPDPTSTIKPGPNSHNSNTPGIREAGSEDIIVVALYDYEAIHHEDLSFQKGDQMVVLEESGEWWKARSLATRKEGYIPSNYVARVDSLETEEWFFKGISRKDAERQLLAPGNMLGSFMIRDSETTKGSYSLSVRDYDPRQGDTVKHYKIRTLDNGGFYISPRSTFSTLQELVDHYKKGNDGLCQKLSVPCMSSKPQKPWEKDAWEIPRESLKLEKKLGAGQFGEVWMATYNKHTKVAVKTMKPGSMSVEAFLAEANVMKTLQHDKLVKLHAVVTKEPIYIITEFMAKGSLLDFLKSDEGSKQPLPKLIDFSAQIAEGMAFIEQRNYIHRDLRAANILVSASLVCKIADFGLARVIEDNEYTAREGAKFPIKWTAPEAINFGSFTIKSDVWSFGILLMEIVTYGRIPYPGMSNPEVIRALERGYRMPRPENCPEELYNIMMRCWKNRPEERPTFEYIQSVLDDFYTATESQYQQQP
# NPY Y1 blocker – blocks the human neuropeptide Y Y1 receptor. inhibition, % at 3.6 µM. HEK293-CNG Y1 cells, membrane potential fluorescence; NPY at EC95, then isoproterenol. 200,000 tested, 1% active. P25929;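 active means inhibition above the campaign mean inhibition of all tested compounds plus 3 SD, cut at about 20% in these data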;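 further: 0% = DMSO wells given NPY plus isoproterenol and 100% = isoproterenol alone without NPY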
#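 System: HEK293 cells with Y1 receptor plus CNG channel / Probe or stimulus: NPY 25 nM then isoproterenol 1 µM plus Ro 20-1724 25 µM / Compound: one concentration, 3.6 µM, in 0.4% DMSO / Schedule: compound incubation 1 h at room temperature, readout 45 min post-stimulation / Measured by: membrane potential fluorescence / Read-out: % inhibition of NPY effect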
# NPY-Y1 PAM-ag – human NPY-Y1 potentiation or agonism, primary screen | NPY-Y1 expressing cells, potentiator/agonist activation | activation, % at 3.6 µM | 220,000 tested, 0.37% active | AID 1304; in the data active means activation above about 33%, passing the limit was not always enough;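 further: cells stimulated with NPY at EC10 then isoproterenol at EC100; 0% = low agonist plus stimulus and 100% = saturating agonist plus stimulus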
# Mdm2 ligase inh – Mdm2 E3 ligase (human) inhibition; 210,000 tested, 0.11% active; signal enhancement, % at 5 µM; AID 1230; Q00987; cell-based MDM2 ubiquitination luciferase reporter, 2 h; 0 = plate control, 100 = twice control, blank-subtracted;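 active means signal enhancement of 30% or more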;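 further: luminescence tracks abundance of the self-degrading MDM2-luciferase fusion protein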
# Target sequence (Q00987 whole entry, looked up, the tested form may be a part): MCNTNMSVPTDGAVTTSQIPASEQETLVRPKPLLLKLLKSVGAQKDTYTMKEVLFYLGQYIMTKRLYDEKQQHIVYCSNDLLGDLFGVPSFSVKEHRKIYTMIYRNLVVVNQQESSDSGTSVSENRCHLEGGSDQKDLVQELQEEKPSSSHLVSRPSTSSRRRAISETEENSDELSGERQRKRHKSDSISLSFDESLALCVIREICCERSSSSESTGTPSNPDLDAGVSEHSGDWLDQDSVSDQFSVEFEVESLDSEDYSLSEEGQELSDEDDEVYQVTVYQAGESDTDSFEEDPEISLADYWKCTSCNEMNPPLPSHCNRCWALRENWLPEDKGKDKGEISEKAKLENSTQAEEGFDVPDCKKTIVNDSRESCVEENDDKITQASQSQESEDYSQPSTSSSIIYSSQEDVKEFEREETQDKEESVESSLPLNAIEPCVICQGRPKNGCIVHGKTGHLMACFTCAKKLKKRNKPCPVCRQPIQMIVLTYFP
#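 Assay system: mammalian cells stably expressing self-ubiquitinating, self-degrading MDM2 E3–luciferase fusion. Quantity: 2000 cells in each well. Medium: DMEM culture medium. Compound dosing: single-point 5 µM. Timing: cell settling 4 h, compound treatment 2 h, both 37 °C. Technique: luciferase luminescence. Read-out basis: percent signal gain over controls, blank-subtracted. Benchmarks: plate controls and plate blanks.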
# Runt-CBFb FRET – Runt domain-CBFb interaction inhibition | Q01196+Q13951 | Cerulean-Runt/Venus-CBFb FRET ratio 530/480, 1 h | inhibition, % at 20 µM | 220,000 tested, 0.46% active | AID 1496;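 active means inhibition over about 50% at 20 µM in the single-dose screen, limit read from the data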;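 further: 0% = DMSO wells and 100% = excess unlabeled CBFb competitor control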
#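 test system = Cerulean-tagged RUNX1 Runt domain (FRET donor) fusion protein | reagent = Venus-CBFb binding partner, 100 nM | incubation = protein complex preformed 1 h, compound exposure 1 h, room temperature, dark | detection = FRET fluorescence | read-out basis = loss of energy transfer signal | controls = 5 µM unlabeled CBFb as full-inhibition high control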
# RBBP9 inhibitor – blocks human serine hydrolase RBBP9 | 220,000 tested, 0.2% active | O75884 | inhibition, % at 7.94 µM | recombinant RBBP9, FP-Rh probe fluorescence polarization;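 active means inhibition above the campaign mean of all tested compounds plus 3 SD, cut at about 14% in these data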;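 further: plate controls were DMSO wells with RBBP9 for no effect and wells lacking RBBP9 protein for full effect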
#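 System: RBBP9 protein / Quantity: 2.5 µM RBBP9 dispensing solution, before mixing / Also added: Serine-hydrolase probe FP-Rh, 375 nM pre-mixing / Dosing: 7.94 µM single dose, 0.794% DMSO / Timing: enzyme-compound preincubation 30 min, then probe labeling 45 min, 25 °C / Signal: FP readout at 525/598 nm / Controls: DMSO-treated enzyme wells and wells lacking RBBP9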
# NPY2 pot ag – potentiates or activates human NPY-Y2 receptor; cells expressing NPY-Y2, potentiator/agonist read-out; 220,000 tested, 0.45% active; AID 1359; activation, % at 3.6 µM; in the data active means activation above about 27%;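 further: cells stimulated with NPY near EC25 plus isoproterenol at EC100; 0% = vehicle plus submaximal agonist and 100% = vehicle plus saturating agonist; some results beyond the cut were filed as inactive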
# Runt-SMMHC FRET – inhibitors of human RUNX1 Runt domain binding to CBFb-SMMHC; Q01196+Q13951; Cerulean-Runt/Venus-CBFb-SMMHC FRET ratio 530/480, 1 h; inhibition, % at 20 µM; 220,000 tested, 0.74% active;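 active means mean inhibition across duplicate retests at 20 µM reaching about 50%, limit read from the data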;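 further: 0% = DMSO wells and 100% = wells with excess untagged CBFb-SMMHC; inhibitors lower the FRET ratio by blocking Runt binding to CBFb-SMMHC; some results filed as inactive read as strong as hits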
# p97 ATPase inh – human p97 ATPase inhibition. P55072. recombinant p97 ATPase, Kinase-Glo ATP luminescence, 3 h. inhibition, % at 8 µM. 220,000 tested, 0.42% active; in the data active means inhibition above about 15%;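 further: 0% = DMSO vehicle and 100% = wells lacking enzyme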
# An asterisk follows results filed as active; · = not tested or not shown. Not a hit list; overall some 3.5% were active at least once.
SMILES,Hck Nef HTS,NPY Y1 blocker,NPY-Y1 PAM-ag,Mdm2 ligase inh,Runt-CBFb FRET,RBBP9 inhibitor,NPY2 pot ag,Runt-SMMHC FRET,p97 ATPase inh
O=C(Cn1cnc2cc([N+](=O)[O-])ccc2c1=O)Nc1ccc(Br)cc1,2,·,-18,-13,2,-3,-3,-2,7
CCN(CC)S(=O)(=O)c1cccc(C(=O)NC(C(=O)Nc2nnc(C3CC3)s2)C(C)C)c1 (stereo unspecified),-7,7,2,-14,-2,-12,9,1,-8
COc1ccc(NC(=O)CCCN2C(=O)CCC2=O)cc1Cl,-9,-5,17,0,0,9,6,0,-5
COCCCNC(=O)/C=C1\Sc2ccccc2N(Cc2ccccc2F)C1=O,6,0,26,-13,-6,6,22,-2,1
COC(=O)c1ccc(OC(=O)CCc2cc(OC)c(OC)c(OC)c2)cc1,24,4,4,-8,-1,5,-1,-6,5
Cc1ccc(C)n1-c1ncn[nH]1,4,-1,-10,-26,-1,-3,-4,2,1
CCOC(=O)c1cc(C(=O)OCC)c(=O)[nH]c1C,-15,-3,-34,4,-3,-2,-2,-4,4
Cc1ccc(N(CC(=O)Nc2ccc(S(=O)(=O)N3CCOCC3)cc2)S(C)(=O)=O)cc1C,7,-7,14,-5,-2,0,8,1,5
Cn1c(SCC(=O)O)nc2ccccc2c1=O,1,2,-11,-13,-2,2,-4,-5,6
c1ccc(CN2CN=C(Nc3nc4ccccc4s3)NC2)cc1,1,8,-17,1,-2,-2,4,-1,2
CCc1ccc(-c2nc(CN3CCC(C(=O)NCc4ccccc4OC)CC3)c(C)o2)cc1,1,21*,-58,-21,1,-1,-17,-2,-3
CC(C)(C)C(=O)Nc1nnc(Cc2ccccc2)s1,6,-1,-21,·,-2,-8,5,8,-5
O=C(COc1ccc(Cl)cc1)NC1CCSC1=O (stereo unspecified),5,-2,8,-10,-1,-2,8,1,-1
Nc1cc(=O)[nH]c(SCC(=O)Nc2cc(Cl)ccc2Cl)n1,4,·,8,-10,0,4,0,-6,10
O=C(Cn1nc(C(F)F)cc1C(F)F)N/N=C/c1ccc2c(c1)OCO2,-1,-4,-7,-4,-2,-5,-4,5,0
O=[N+]([O-])c1cccc(N2Cc3ccccc3C2)c1,-5,-6,5,-22,0,-3,4,-5,1
Cc1c(NP(=O)(c2ccc(Br)cc2)c2ccc(Br)cc2)c(=O)n(-c2ccccc2)n1C,13,3,11,-18,-2,1,0,1,3
O=S(=O)(c1ccccc1Cl)N1CCCC1c1nc(-c2ccccc2Cl)no1 (stereo unspecified),1,8,-4,-8,-1,-4,-11,-3,-3
CCCCN(C)S(=O)(=O)c1c(C)[nH]c(=O)[nH]c1=O,2,-3,6,-9,1,6,19,1,3
CC(C)CC(=O)Nc1nc2c(c(=O)[nH]1)CCCC2,-16,7,-7,6,0,-10,-11,-1,-3
Cc1ccc(NNC(=O)C(O)(c2cccc(C(F)(F)F)c2)c2cccc(C(F)(F)F)c2)cc1,-3,2,14,-5,-5,-2,20,2,4
CC(=O)Nc1ccc2nc(NC(=O)c3cccnc3)sc2c1,24,-2,-4,6,0,-6,4,1,8
COc1ccc(OC)c2c1CCC2=O,0,0,8,3,-3,6,-1,0,-6
CCOc1cc(/C=N/Nc2nc(Nc3ccccc3)nc(N3CCCCC3)n2)ccc1OCC(=O)O,-6,-2,15,-20,7,-12,-5,-8,-4
COCCOC(=O)C1=C(C)OC(N)=C(C#N)C1c1ccc2c(c1)OCO2 (stereo unspecified),0,-2,-17,-16,2,0,-4,6,4
Cc1nn(Cc2ccccc2)c(Cl)c1/C=C/C(=O)OC(C(=O)NC(N)=O)C(C)C (stereo unspecified),12,4,-2,-6,-3,-8,-1,3,-3
CCC(=O)NCC(=O)OCC(=O)c1ccccc1,10,-1,-14,-5,0,-5,-1,0,2
CN(C)CCNC(=O)/C=N/O,5,-4,-10,-5,1,-6,3,2,1
CCc1ccc(N/C(SCc2ccccc2C)=C(/C#N)C(=O)NCc2ccco2)cc1,-1,9,-1,6,2,-13,-3,-4,-1
Cn1nc(C(F)(F)F)c(-c2cccc(C(F)(F)F)c2)c1NC(=O)c1nccnc1C(=O)O,3,·,29,-19,5,2,-6,-4,1
COc1ccc(CC(=O)NCC(=O)N/N=C/c2cc(Br)ccc2OC)cc1,32,·,-4,-11,2,4,-22,3,-4
Cc1ccc2c(Cl)cc(Cl)c(OCC(=O)NCCc3ccccn3)c2n1,-10,4,-1,0,-2,-5,-6,0,-7
Cc1nn(-c2ccccc2)c2c1C(c1ccc(Cl)cc1)N(c1ccccc1)C(=O)N2 (stereo unspecified),3,11,0,13,-2,-8,3,4,5
COCCNC(=O)CN1CCC(NC(=O)Nc2ccc(C(F)(F)F)cc2)CC1,-1,-1,4,-18,-1,-9,18,1,-4
Cc1c2c(nc3nc4ccccc4n13)CC(C)(C)CC2=O,0,-5,-1,·,-2,-5,-3,3,-1
CSc1nc(-c2ccccc2)nc(NC(=O)c2ccccc2)c1C(C)=O,24,0,-5,-6,1,4,-8,-3,-1
CCCCC(=O)NC(=S)Nc1ccc(Cl)c(C(=O)O)c1,26,8,21,-10,2,-4,9,3,6
O=C(COC(=O)COc1cccc2ccccc12)NCC(F)(F)F,14,6,-7,-5,-2,2,1,-3,0
COc1ccc(C(=O)OCC(=O)c2c(N)n(C)c(=O)n(C)c2=O)cc1OC,-16,-4,-19,-6,2,2,-5,0,3
O=C(c1ccc(Cl)c(Cl)c1)c1cc(-c2ccccn2)c(N2CCOCC2)s1,-2,4,-4,-4,-80,-7,-11,-180,-2
N#Cc1ccc(-c2ccc(F)cc2)nc1Sc1ccccc1,2,3,-44,2,1,-7,-21,-1,-1
CCOC(=O)c1c(O)c2ccccc2n(CC)c1=O,23,11,-5,-30,0,-3,0,1,5
CCOC(=O)c1cnc(SC)nc1NCCOC,16,-6,-4,-16,0,2,-12,-4,3
COc1ccc(C(=O)C2CCCN(Cc3cnc(N4CCOCC4)s3)C2)c(OC)c1 (stereo unspecified),-9,-2,-10,-18,2,2,11,-1,0
O=C(NCc1cccs1)C(Cc1ccccc1)NS(=O)(=O)c1cccs1 (stereo unspecified),1,10,16,1,-2,0,10,4,4
C=CCn1cnc2scc(-c3ccc(CC)cc3)c2c1=O,1,-2,0,1,-1,0,-13,0,0
Cc1ccc2nc(-c3ccc(N4C(=O)CC(N5CCN(CCO)CC5)C4=O)cc3)sc2c1 (stereo unspecified),11,-1,12,-4,0,7,2,-3,2
O=C(CSc1cccc[n+]1[O-])c1cc2ccccc2o1,-3,-3,7,-22,0,1,-5,-4,4
COC(=O)CCS(=O)(=O)c1nc(-c2ccccc2)cc(C(F)(F)F)n1,-21,1,-59,5,6,-12,-47,-1,-4
COc1ccc(C2=NN(Cc3c(F)cccc3Cl)C(=O)CC2)cc1,5,7,-10,0,-5,-3,4,-3,-2
Cc1cccn2c(=O)c(C=NCCO)c(Nc3ccc(Cl)cc3)nc12,31,-2,24,-25,1,-1,6,-13,8
O=C(Nc1ccc(Cc2ccncc2)cc1)c1ccc(S(=O)(=O)N2CCCC2)cc1,8,5,-3,-35,-1,-3,11,-7,1
CCCS(=O)(=O)N1CCN(S(=O)(=O)c2ccc(F)cc2)CC1,0,0,12,-10,-1,3,8,-4,3
Cc1cc(C)c2[nH]c(=O)c(C(c3nnnn3CC3CCCO3)N3CCC(C)CC3)cc2c1 (stereo unspecified),0,6,-6,-13,7,-7,3,2,3
O=C(Nc1ccc2oc(-c3ccccc3)nc2c1)c1ccncc1,-1,-1,-23,1,-3,-13,-10,6,-3
O=C(COC(=O)c1ccc[n+]([O-])c1)Nc1c(Br)cc([N+](=O)[O-])cc1Br,-2,-8,0,2,0,-7,-7,-1,0
Cc1cc(C)n(-c2c(F)c(F)c(CN3CCCCC3)c(F)c2F)n1,-3,1,10,-1,2,-3,-5,-2,0
O=C1CCCC(O)=C1C(C#Cc1ccccc1)C1=C(O)CCCC1=O,10,-2,-2,-15,1,-7,-4,-4,3
CC(=O)c1cc(-c2ccccc2)n(CCC(=O)NCc2cccs2)c1C,0,-4,18,-21,2,5,-9,-1,-5
O=C(CNC(=O)c1ccccc1)N/N=C/c1ccccc1Cl,-4,4,5,-5,-2,-7,-11,1,2

# Pulled by compound from the list above, 3 records:
SMILES,Hck Nef HTS,NPY Y1 blocker,NPY-Y1 PAM-ag,Mdm2 ligase inh,Runt-CBFb FRET,RBBP9 inhibitor,NPY2 pot ag,Runt-SMMHC FRET,p97 ATPase inh
O=C(Nc1ccc(Cc2ccncc2)cc1)c1ccc(S(=O)(=O)N2CCCC2)cc1,8,5,-3,-35,-1,-3,11,-7,1
CCCS(=O)(=O)N1CCN(S(=O)(=O)c2ccc(F)cc2)CC1,0,0,12,-10,-1,3,8,-4,3
O=C(COC(=O)c1ccc[n+]([O-])c1)Nc1c(Br)cc([N+](=O)[O-])cc1Br,-2,-8,0,2,0,-7,-7,-1,0

# Additional results
SMILES,Hck Nef HTS,NPY Y1 blocker,NPY-Y1 PAM-ag,Mdm2 ligase inh,Runt-CBFb FRET,RBBP9 inhibitor,NPY2 pot ag,Runt-SMMHC FRET,p97 ATPase inh
Cc1c(C(=O)O)nn(-c2ccccc2)c(=O)c1C#N,0,4,10,-16,3,-3,6,-10,-7
O=C(O)C(Cc1ccccc1)NS(=O)(=O)c1ccc2c(c1)OCCO2 (stereo unspecified),0,-1,-8,-7,-2,3,-8,-1,2
CC1=C(C#N)C(=O)OC(C)(C)C1,0,3,13,2,32,-4,3,78*,2
COC(=O)C(C)N=Cc1ccccc1 (stereo unspecified),13,2,-9,3,2,-7,0,0,-2
CC(=O)c1c(C)[nH]c(=S)c(C#N)c1-c1ccc(F)cc1,3,·,-10,-8,30,-10,-14,20,-1
CCOc1cccc(N2C(=O)CC(n3cnc4ccccc43)C2=O)c1 (stereo unspecified),-1,-3,21,0,1,-11,8,3,3
COc1cc(C(=S)N2CCOCC2)ccc1O,32,1,-4,8,22,-7,1,11,-1
CSc1scc2c1-c1nc(SCC(=O)C(C)(C)C)ncc1CC2,27,·,-24,-17,0,-4,-26,1,0
OC(C#CCN1CCOCC1)(c1ccccc1)C1CCCCC1 (stereo unspecified),0,1,-12,-9,·,-3,-19,-10,-2
CCSc1nnc(-c2ccc(S(=O)(=O)N3CCOCC3)cc2)n1CC1CCCO1 (stereo unspecified),0,3,12,6,0,-2,13,4,4
